# Compound activity from PubChem BioAssay.
# NR5A2 inv ag: LRH-1 (NR5A2) inverse agonists, primary screen, cell-based, luminescence, HEK293T, StAR-luciferase reporter; Nuclear receptor subfamily 5 group A member 2 (Homo sapiens), O00482; inhibition, % at 3.6 µM; 360,000 compounds, 0.13% hits; LRH-1 transfected, 24 h;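 active = inhibition above the mean inhibition of all tested compounds plus 3 SD, cut at about 73% in these data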;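 also: 0% = DMSO wells and 100% = reporter-only cells lacking LRH-1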
# Target sequence (O00482 whole entry, looked up): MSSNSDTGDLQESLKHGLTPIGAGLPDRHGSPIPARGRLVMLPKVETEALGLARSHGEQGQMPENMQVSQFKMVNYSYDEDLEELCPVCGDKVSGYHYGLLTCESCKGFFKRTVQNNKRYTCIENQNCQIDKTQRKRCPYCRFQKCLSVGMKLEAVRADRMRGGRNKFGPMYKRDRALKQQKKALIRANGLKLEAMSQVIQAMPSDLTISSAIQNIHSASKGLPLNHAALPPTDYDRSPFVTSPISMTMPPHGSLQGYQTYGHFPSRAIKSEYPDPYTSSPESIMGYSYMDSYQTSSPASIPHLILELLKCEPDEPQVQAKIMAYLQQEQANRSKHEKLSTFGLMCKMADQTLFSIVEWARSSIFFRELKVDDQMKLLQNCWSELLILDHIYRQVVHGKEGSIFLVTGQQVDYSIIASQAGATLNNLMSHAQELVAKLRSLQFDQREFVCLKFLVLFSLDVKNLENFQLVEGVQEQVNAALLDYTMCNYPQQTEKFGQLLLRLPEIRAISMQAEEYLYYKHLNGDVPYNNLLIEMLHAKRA
# Granule exo inh: LAMP-1 surface exposure blockers, TALL-104 cells – cell-based, flow cytometry, MLPCN library, primary screen; TALL-104 LAMP-1 surface exposure; cells stimulated with thapsigargin and PMA; inhibition, % at 10 µM; 360,000 compounds, 0.66% hits; AID 651702, 2012;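 active = inhibition above about 55%, limit read from the data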
# NOD2 RIPK2 PPI: NOD2-RIPK2 binding disruptors in cells, primary screen, fluorescence, CHO cells, BLA complementation; Receptor-interacting serine/threonine-protein kinase 2 (Homo sapiens), O43353; inhibition, % at 4.98 µM; CCF4 ratio; 360,000 compounds, 0.38% hits; in the data active = inhibition above about 21%;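 also: 0% = vehicle only and 100% = reference blocker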
# Target sequence (O43353 whole entry, looked up): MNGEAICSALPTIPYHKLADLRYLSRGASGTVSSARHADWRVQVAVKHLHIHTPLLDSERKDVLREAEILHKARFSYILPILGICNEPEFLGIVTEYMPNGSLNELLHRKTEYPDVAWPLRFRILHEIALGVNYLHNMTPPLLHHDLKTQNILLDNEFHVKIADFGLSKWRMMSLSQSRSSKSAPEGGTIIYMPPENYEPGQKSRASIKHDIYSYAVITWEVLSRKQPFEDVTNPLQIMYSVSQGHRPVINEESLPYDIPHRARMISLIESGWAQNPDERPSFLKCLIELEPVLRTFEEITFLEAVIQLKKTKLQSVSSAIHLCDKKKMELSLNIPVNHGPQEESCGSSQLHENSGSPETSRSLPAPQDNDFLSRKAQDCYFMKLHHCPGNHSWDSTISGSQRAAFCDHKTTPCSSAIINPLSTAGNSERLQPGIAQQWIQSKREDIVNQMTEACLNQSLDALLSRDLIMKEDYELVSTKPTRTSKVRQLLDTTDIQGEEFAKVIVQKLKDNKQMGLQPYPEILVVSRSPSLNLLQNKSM
# TWEAK Fn14 block: inhibitors of TWEAK-Fn14 signaling, primary screen, luciferase reporter cells, uHTS; inhibition, % at 10 µM; TWEAK-stimulated Fn14 reporter cells, luciferase luminescence, 8 h; 360,000 compounds, 2% hits; in the data active = inhibition above about 50%
# TLR9-MyD88 block: inhibitors of TLR9-MyD88 association in cells, primary screen, cell-based, CHO, BLA complementation, fluorescence; Toll-like receptor 9 (Homo sapiens) + Myeloid differentiation primary response protein …; CCF4 FRET ratio; inhibition, % at 4.98 µM; 340,000 compounds, 0.21% hits; AID 504734, 2011;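 active = inhibition above the mean over all tested compounds plus 3 SD, cut at about 21% in these data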;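 also: 0% = DMSO only wells and 100% = clavulanate BLA inhibitor control wells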
# COUP-TFII inh: NR2F2 transcriptional activity inhibitors, primary screen, cell-based, luciferase reporter, HEK293T, luminescence. inhibition, % at 8.6 µM. AID 686940, 2013. HEK293T NGFI-A luciferase reporter. 370,000 compounds, 0.7% hits. COUP transcription factor 2 (Homo sapiens), P24468;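 active = inhibition above a per-plate cutoff, mean inhibition of test wells between control levels plus 3 SD, cut at about 38% in these data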;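 also: cells cotransfected with COUP-TFII expression vector driving the NGFI-A reporter; 0% = median of COUP-TF2 test wells and 100% = reporter-only cells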
# ABHD5 PLIN5 PPI: ABHD5-PLIN5 interaction inhibitors, primary screen, cell lysate, split luciferase complementation, luminescence; inhibition, % at 4 µM; AID 602281, 2012; Split G. princeps luciferase complementation, 4 h; Perilipin-5 (Homo sapiens) + 1-acylglycerol-3-phosphate O-acyltransferase ABHD5 (Homo …; 360,000 compounds, 0.78% hits;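 active = inhibition above the mean inhibition across every tested compound plus 3 SD, cut at about 22% in these data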;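 also: 0% = DMSO only wells and the 100% control is not disclosed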
# SRC2 inh: inhibition of GAL4-SRC2 driven luciferase reporter, primary screen, SRC2 inhibitor project, cell-based, luminescence; Nuclear receptor coactivator 2 (Homo sapiens), Q15596; HEK293 GAL4-SRC2 luciferase reporter; inhibition, % at 9 µM; 370,000 compounds, 0.17% hits; AID 651957, 2012;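 active = inhibition above the mean inhibition of all tested compounds plus 3 SD, set per campaign, cut at about 52% in these data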;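 also: 0% = DMSO treated cells and 100% = cells given Gossypol at 36 µM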
# TROY signal inh: inhibitors of TROY-driven NF-kB signaling, primary screen, Q293 LMP1-TROYcd cells, NF-kB luciferase, uHTS; Q293 LMP1-TROYcd NF-kB luciferase reporter, 4 h; inhibition, % at 10 µM; 360,000 compounds, 0.98% hits; AID 1347056, 2019;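 active = compounds whose plate-normalised and pattern-corrected inhibition of the luciferase reporter signal at the single screening dose is 50% or more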
# NCOA1 inh: SRC1 coactivator transcriptional activity inhibitors, primary screen, cell-based, luminescence. Nuclear receptor coactivator 1 (Homo sapiens), Q15788. HEK293 GAL4-SRC1 luciferase reporter. inhibition, % at 3.6 µM. 360,000 compounds, 0.12% hits. AID 588354, 2011;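 active = inhibition above the campaign mean plus 3 SD, with each screening campaign given its own cutoff, cut at about 60% in these data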;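 also: 0% = DMSO treated cells and 100% = gossypol at 36 µM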
# NCOA3 inh: SRC3 coactivator transcriptional activity inhibitors, primary screen, cell-based, luminescence; 360,000 compounds, 0.17% hits; HEK293 GAL4-SRC3 luciferase reporter; Nuclear receptor coactivator 3 (Homo sapiens), Q9Y6Q9; inhibition, % at 3.6 µM;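 active = inhibition above a per-campaign cutoff, the mean of all compounds plus 3 SD, cut at about 60% in these data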;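 also: 0% = DMSO-treated cells and 100% = gossypol-treated cells at 36 µM; higher means less SRC3-driven luciferase light from the GAL4 reporter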
# Numbers without * were called inactive; . = not tested or not shown. A portion of the library; rates above refer to the full screens.
SMILES,NR5A2 inv ag,Granule exo inh,NOD2 RIPK2 PPI,TWEAK Fn14 block,TLR9-MyD88 block,COUP-TFII inh,ABHD5 PLIN5 PPI,SRC2 inh,TROY signal inh,NCOA1 inh,NCOA3 inh
Cc1ccccc1NC(=O)/C=C1\SC(=O)NC1=O,4,0,-14,11,-2,3,4,-14,10,-11,5
CC1=NN(C(N)=S)C(=O)C1N=Nc1cccc(C(=O)O)c1 (stereo not given),5,-2,13,6,1,3,9,16,3,1,-21
CCOC(=O)[C@@H]1C(c2c(OC)cc(OC)cc2OC)=NO[C@@H]1C(=O)OCC,-9,1,2,-12,-10,5,0,-6,7,1,3
O=C(O)c1ccc(OCC(O)Cn2c3ccccc3c3ccccc32)cc1 (stereo not given),-8,-2,6,-4,-4,-3,2,15,-1,3,4
COc1cccc(CNS(=O)(=O)/C=C/c2ccc3c(c2)OCO3)c1,-5,0,0,7,-7,17,1,-38,-6,-4,14
N#CC(C(=O)NC1CCCCC1)=C1CCCCC1,14,-1,1,-3,5,-7,-4,3,-3,-13,16
Cc1ccc(NC(=O)CCNS(=O)(=O)c2cccc3nsnc23)cc1F,-2,0,-7,13,0,-1,3,-15,-24,7,9
COc1cc(/C=C2\C(=O)N(CCC#N)N=C2C)c(Br)cc1OC(C)C,20,1,3,17,4,11,-23,-10,20,2,-4
CCOC(=O)c1sc2nc(N3CCOCC3)c3c(c2c1N)CC(C)(C)N(C)C3,-17,-1,2,-47,4,-21,9,9,-3,-41,10
CC(Oc1ccc([N+](=O)[O-])cc1Cl)C(=O)Nc1ccc(C(N)=O)cc1 (stereo not given),-17,1,-4,6,.,2,6,-12,16,1,11
Cc1ccc(C)c(OCCSc2nnc(C)c(=O)[nH]2)c1,4,-6,2,3,-5,5,-6,2,-25,1,3
O=C(CSc1ccc(Br)cc1)N1CCOCC1,-14,2,-2,-5,7,-29,2,-39,-33,-12,-24
Cc1ccc(C)c(Nc2cc(C)nc(-c3ccccc3O)n2)c1,23,-5,4,9,-1,-8,-5,10,9,-11,-3
CN(C)/C(=N\O)c1c(Cl)cccc1Cl,-1,-5,-5,15,4,-2,11,17,-5,19,20
CCOC(=O)c1ccc[n+](CC(=O)Nc2ccccc2OC(F)F)c1,-26,0,0,-7,3,4,2,9,-15,7,21
O=C(O)CCNC(=O)CCCn1nnc2ccccc2c1=O,-19,-2,1,-10,10,-18,-4,3,-6,-9,-4
CN(C)C(=O)C1C2NC(=S)N(c3ccc(Cl)cc3)C1(C)Oc1ccc(Cl)cc12 (stereo not given),6,0,2,18,0,-9,11,-8,23,4,6
CC12/C(=N/O)C3C4CC5C3/C(=N/O)C1C5C42 (stereo not given),-14,2,3,-2,-1,2,1,2,0,-6,8
CCN(c1ccccc1)S(=O)(=O)c1cccc(C(=O)NCCOc2ccccc2OC)c1,-8,-5,-24,4,-4,10,-6,9,-1,4,8
Cc1cc(=O)oc2cc(NC(=O)CC3(CC(=O)O)CCCC3)ccc12,11,12,-8,-5,.,8,12,11,-10,-27,15
COc1ccc(CCN2CC(C(=O)Nc3nnc(Cc4ccccc4)s3)CC2=O)cc1OC (stereo not given),4,-1,-15,-2,-3,4,1,-11,9,6,3
CC(=O)N(C)Cc1ccc(C(=O)CSc2nnc(C3CC3)n2C2CC2)cc1,-6,0,1,3,-7,-11,-6,19,4,-4,-3
COc1ccc(C)cc1NC(=O)c1cc2c(=O)n3ccccc3nc2n1C,-2,-3,-1,-14,3,-12,-4,-4,-2,-3,-3
O=C(CNC(=O)c1ccccc1)c1ccccc1,-131,-4,-1,50*,4,-56,4,-53,-24,-97,-91
CC(=O)NC(C)C(c1cccs1)N1CCN(c2ccccc2)CC1 (stereo not given),7,-2,-10,14,-17,0,2,-15,-14,-9,17
Cc1ccc(S(=O)(=O)N2CCCCC2)cc1NS(=O)(=O)c1ccc(Cl)c(C(=O)O)c1,4,0,-6,-11,-9,6,-2,-3,4,-5,5
COc1ccc(CCCc2nnc(SCC(=O)Nc3nccs3)n2C)cc1C,23,1,1,2,-1,7,4,10,5,-9,-9
Cc1ccc(CNC(=S)NC2CCCCC2)cc1,-9,-2,-5,-1,4,-6,-2,-14,-10,-13,-6
CC(=O)O[C@H]1C(=O)[C@]2(C)[C@H]([C@H](OC(=O)c3ccccc3)[C@]3(O)C[C@H](OC(=O)[C@H](O)[C@@H](NC(=O)c4ccccc4)c4ccccc4)C(C)=C1C3(C)C)[C@]1(OC(C)=O)CO[C@@H]1C[C@@H]2O,16,-6,-14,17,3,-28,2,5,14,9,4
O=C(OCc1cc(=O)n2ccsc2n1)c1ccc(OC(F)F)cc1,-11,-2,7,-12,2,-13,2,-1,0,-1,-7

# Quoted from the listing:
# `CN(C)C(=O)C1C2NC(=S)N(c3ccc(Cl)cc3)C1(C)Oc1ccc(Cl)cc12` (stereo not given) | TWEAK Fn14 block = 18
# `COc1ccc(CCN2CC(C(=O)Nc3nnc(Cc4ccccc4)s3)CC2=O)cc1OC` (stereo not given) | NCOA1 inh = 6
# `CCN(c1ccccc1)S(=O)(=O)c1cccc(C(=O)NCCOc2ccccc2OC)c1` | TLR9-MyD88 block = -4

# Looked up by compound from the list above, 5 records:
SMILES,NR5A2 inv ag,Granule exo inh,NOD2 RIPK2 PPI,TWEAK Fn14 block,TLR9-MyD88 block,COUP-TFII inh,ABHD5 PLIN5 PPI,SRC2 inh,TROY signal inh,NCOA1 inh,NCOA3 inh
Cc1cc(=O)oc2cc(NC(=O)CC3(CC(=O)O)CCCC3)ccc12,11,12,-8,-5,.,8,12,11,-10,-27,15
CC(=O)O[C@H]1C(=O)[C@]2(C)[C@H]([C@H](OC(=O)c3ccccc3)[C@]3(O)C[C@H](OC(=O)[C@H](O)[C@@H](NC(=O)c4ccccc4)c4ccccc4)C(C)=C1C3(C)C)[C@]1(OC(C)=O)CO[C@@H]1C[C@@H]2O,16,-6,-14,17,3,-28,2,5,14,9,4
O=C(OCc1cc(=O)n2ccsc2n1)c1ccc(OC(F)F)cc1,-11,-2,7,-12,2,-13,2,-1,0,-1,-7
Cc1ccc(S(=O)(=O)N2CCCCC2)cc1NS(=O)(=O)c1ccc(Cl)c(C(=O)O)c1,4,0,-6,-11,-9,6,-2,-3,4,-5,5
CC12/C(=N/O)C3C4CC5C3/C(=N/O)C1C5C42 (stereo not given),-14,2,3,-2,-1,2,1,2,0,-6,8

# The listing continues.
SMILES,NR5A2 inv ag,Granule exo inh,NOD2 RIPK2 PPI,TWEAK Fn14 block,TLR9-MyD88 block,COUP-TFII inh,ABHD5 PLIN5 PPI,SRC2 inh,TROY signal inh,NCOA1 inh,NCOA3 inh
COc1cc(-c2nnc(SCc3cc(=O)oc4cc(O)c(O)cc34)o2)cc(OC)c1OC,7,1,6,-28,10,-5,-8,22,5,8,-8
NS(=O)(=O)c1ccc(CNC(=O)c2cc(=O)[nH]c3ccccc23)cc1,19,-13,5,-4,-4,7,2,8,-9,-6,-4
COc1cc2c(cc1OC)-c1cc(NCc3ccccn3)nc(=O)n1CC2,1,0,0,-12,1,-7,5,-42,-21,-4,-21
COCCOC(=O)C1=C(C)NC(=O)NC1C1CC=CCC1 (stereo not given),0,0,-3,10,-2,-12,0,3,7,7,6
COc1cc(O)oc1C=Nc1ccc(Cl)cc1Cl,0,-3,-8,-5,8,5,-3,-9,7,-7,5
CCc1ccc(CNC(=O)c2cc3c(C)nc4ccccc4c3o2)cc1,14,-5,-4,58*,-1,51*,-1,41,45,2,6
NC(=O)c1cc(S(=O)(=O)NCc2ccccc2)cs1,-7,-1,-8,-2,-10,11,0,24,11,-8,-16
Cc1nn(C(C)CC(=O)O)c(C)c1C (stereo not given),17,-2,-9,-7,-11,12,0,-3,-12,-24,19
COc1ccc(N2C(=O)CCC2(C#N)c2ccc(OC)cc2)cc1 (stereo not given),13,0,0,-11,1,20,-6,-5,-4,-13,-4
CCOC(=O)C(=Cc1ccc2c(c1)OCO2)c1ccccc1,19,12,-9,-24,-3,0,1,-3,-37,6,-7
CN(C(=O)c1coc(=O)c2ccccc12)c1ccccc1Cl,7,1,10,-11,5,3,6,10,-1,6,15
Cc1ccc(C(C)NC(=O)/C(C#N)=C\c2c(C)[nH]c3ccccc23)cc1 (stereo not given),3,-1,10,-11,8,0,-2,7,0,4,-12
CCOC(=O)Nc1ccc2c(c1)N(C(=O)CCN(C)C)c1ccccc1S2,-4,-2,6,20,-2,14,16,16,5,-12,-2
Cc1sc2nc(SCc3nnc(-c4cccs4)o3)n(C3CCCC3)c(=O)c2c1C,17,0,-10,-26,1,10,2,13,-12,10,-8
CS(=O)(=O)N1CCN(c2ccc([N+](=O)[O-])c(NCc3ccc(Cl)cc3)c2)CC1,13,-6,1,-40,1,11,-2,-32,15,21,-5
O=C(/C=N/O)Nc1cccnc1,-12,4,2,10,7,3,-3,3,10,5,-1
CCC(C(=O)Nc1ccc(C(=O)O)cc1NC(=O)C(CC)c1ccccc1)c1ccccc1 (stereo not given),8,-9,-3,-7,-6,9,-5,-15,-16,-24,1
Cc1nc(/C=C/c2ccccc2)cc(/C=C/c2ccccc2)n1,-112,0,-8,10,-5,-11,-9,-29,-17,-63,-60
C=CCN(c1ccccc1)S(=O)(=O)c1cc2c(cc1C)N(C)CCO2,27,0,-8,13,5,13,3,-15,9,-1,8
Cc1ccc(NC(=S)Nc2ccc3cn[nH]c3c2)cc1,-25,-3,-14,15,-2,-37,-15,-9,-8,-12,-6
CCOC(=O)c1oc2nc3c(cc2c1N)COC(C)(C)C3,-9,-1,9,-5,-7,-22,-9,-32,5,1,-5
Cc1c(NC(=S)NC(=O)Cc2ccccc2)cccc1C(=O)O,-28,-1,-3,8,-3,-32,0,-33,-39,-13,-10
CC(=O)Nc1c(F)c(F)c(F)c(F)c1F,-9,-4,-8,7,-1,-5,-4,-29,-23,1,4
O=C(O)CCc1ccc(S(=O)(=O)Nc2ccc(OCc3ccccc3)cc2)cc1,-13,2,7,3,6,2,-17,-13,-14,-1,-23
CCc1nnc(NCC(=O)N2CCc3ccccc32)s1,3,-2,-4,-24,-2,5,4,3,20,2,-2
COc1ccc(Cc2nnc(NC(=O)c3ccco3)s2)cc1,-24,-1,-12,-10,0,-22,-3,-22,-53,-37,-23
CCOC(=O)C1CCCN(CC(O)COc2cccc(C)c2)C1 (stereo not given),1,0,3,15,-4,-4,0,-30,3,4,14
